Cneo AK release: Cryptococcus neoformans lysis via adenylate kinase release; lysis activity, % at 15 µM; 360,000 tested, 0.2% active; C. neoformans lysis, adenylate kinase release luminescence, 4 h; normalised: neutral wells 0, clomiphene wells 100;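 active means mean lysis activity across replicates of at least 80%, whatever share of replicates individually reach that level; inactive means mean lysis activity below 80%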
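Test system: log-phase Cryptococcus neoformans yeast cells. Input: 5 × 10^6 yeast cells/mL. Medium: fresh YPD growth medium. Doses: single dose. Incubation: static 4 h at 37 °C with compound, 1 h detection. Measured by: luminescent adenylate kinase detection reagent. Read-out: signal increase indicating cell lysis. Benchmarks: Clomiphene.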
RAD54 branch: blocks human RAD54 Holliday junction branch migration. Q92698. FAM/BHQ fluorescence. inhibition, % at 10.4 µM. 360,000 tested, 0.14% active. AID 602329;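 active means mean normalized replicate activity at least 40 and at least half of replicates scoring 40 or more; inconclusive means only one of the two criteria met; inactive means mean below 40 and under half of replicates reaching 40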;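 further: 0% = median of neutral control wells and 100% = median of positive control wells; inhibitors cause a drop in the FAM fluorescence signal; in these data hits start at about 50%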
RAD52 anneal inh: inhibitors of human RAD52 DNA annealing | P43351 | recombinant RAD52 DNA annealing, FRET fluorescence | inhibition, % at 18.7 µM | 360,000 tested, 0.46% active | AID 651710;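 active means every replicate showing at least 50% inhibition; inconclusive means mean inhibition at least 50% but not in every replicate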
ERAP1 HTS inh: blocks human ERAP1 aminopeptidase activity; 340,000 tested, 0.15% active; inhibition, % at 10.7 µM; AID 652197; recombinant ERAP1, Leu-AMC fluorescence, 60 min; Q9NZ08;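 active means mean replicate inhibition of at least 30%, or all replicates individually reaching that 30% level; inactive means mean below 30% and not every replicate reaching it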;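 further: 0% = neutral control wells and 100% = L-leucinethiol positive control wells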
Target sequence (Q9NZ08 whole entry, looked up): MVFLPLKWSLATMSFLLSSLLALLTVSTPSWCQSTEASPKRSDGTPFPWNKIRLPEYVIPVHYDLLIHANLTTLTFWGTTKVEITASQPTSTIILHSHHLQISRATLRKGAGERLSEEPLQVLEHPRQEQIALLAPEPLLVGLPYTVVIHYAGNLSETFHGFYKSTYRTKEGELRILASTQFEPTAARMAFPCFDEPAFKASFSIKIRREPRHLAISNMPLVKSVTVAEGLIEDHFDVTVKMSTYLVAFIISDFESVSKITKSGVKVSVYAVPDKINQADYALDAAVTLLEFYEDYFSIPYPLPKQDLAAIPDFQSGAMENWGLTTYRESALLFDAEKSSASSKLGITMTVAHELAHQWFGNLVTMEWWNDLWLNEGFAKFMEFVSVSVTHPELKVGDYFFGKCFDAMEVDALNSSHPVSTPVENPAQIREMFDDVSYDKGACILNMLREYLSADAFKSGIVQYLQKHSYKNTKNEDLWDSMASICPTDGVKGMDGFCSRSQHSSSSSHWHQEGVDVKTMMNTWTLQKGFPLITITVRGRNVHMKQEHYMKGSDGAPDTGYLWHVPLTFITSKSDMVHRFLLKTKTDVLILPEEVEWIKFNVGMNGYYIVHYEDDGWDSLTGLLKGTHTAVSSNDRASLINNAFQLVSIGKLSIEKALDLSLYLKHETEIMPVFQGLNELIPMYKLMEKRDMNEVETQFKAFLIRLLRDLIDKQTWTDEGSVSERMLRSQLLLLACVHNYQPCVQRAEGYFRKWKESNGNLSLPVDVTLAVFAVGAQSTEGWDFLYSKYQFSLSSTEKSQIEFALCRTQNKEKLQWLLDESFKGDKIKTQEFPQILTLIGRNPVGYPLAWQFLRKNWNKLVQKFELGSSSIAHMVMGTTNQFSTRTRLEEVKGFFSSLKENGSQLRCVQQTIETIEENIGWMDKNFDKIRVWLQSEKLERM
PglD inh: inhibitors of Campylobacter jejuni PglD acetyltransferase. 360,000 tested, 0.098% active. purified PglD enzyme, DTNB colorimetric CoA detection. AID 602405. inhibition, % at 12.5 µM; in the data active means inhibition above about 16%, passing the limit was not always enough; inconclusive means no clear call, values can overlap the other calls; further: strong numbers were not always called active
miR122 inh: blocks miR-122 activity in Huh7 sensor cells; activation (reporter increase), % at 12.5 µM; 340,000 tested, 0.3% active; Huh7 miR-122 Renilla luciferase sensor, 48 h; neutral wells = 0, positive control = 100; AID 602342;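 active means mean replicate activation score at least 90 and every replicate individually at or above 90; inconclusive means only one of the two criteria met; inactive means neither criterion met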;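 further: higher luciferase means less miR-122 activity so hits act as miR-122 inhibitors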
PGC1a acetyl inh: PGC1a acetylation modulation, inhibitor mode | inhibition, % at 15.6 µM | U2OS PGC1a acetylation, AlphaScreen anti-acetyl-lysine; with virally co-expressed GCN5 acetyltransferase | 350,000 tested, 0.17% active;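 active means every replicate shows inhibition of at least 40%; inconclusive means mean inhibition at least 40% but some replicate below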;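 further: 0% = neutral control wells and 100% = positive control wells; some results beyond the cut were filed as inactive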
E-sel inducer: E-selectin induction on HUVECs; P16581; HUVEC E-selectin immunofluorescence imaging; normalized: neutral wells 0, TNF-alpha wells 100; activation, % at 7.58 µM; 260,000 tested, 0.37% active;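 active means mean E-selectin-positive cell signal at least 10% of the positive control, reached in at least 60% of replicates, without over 20% cell loss; inconclusive means no rule given, readout overlaps actives, possibly toxicity-flagged; inactive means the rest, including those meeting only one limit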;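 further: in these data hits start at about 27%; measured in HUVEC primary endothelial cells; signal is the percent of cells scored E-selectin positive by PE staining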
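assay system = HUVEC, human umbilical vein endothelial cells | input = 3,000 HUVEC seeded per well | medium = EGM-2 growth medium on 0.1% gelatin-coated wells | dosing = one compound dose added by pin transfer | signal = immunofluorescence imaging | read-out basis = % PE-positive cells | control set = TNF-alpha, DMSO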
The depositor's hits bear a star; u = inconclusive; x = not tested or not shown; & = joins results of further samples; [ ] = another dose, or the depositor's remark. The order is random, and some 1.4% of all compounds hit somewhere here.

Every second line gives: Cneo AK release	RAD54 branch	RAD52 anneal inh	ERAP1 HTS inh	PglD inh	miR122 inh	PGC1a acetyl inh	E-sel inducer
COc1cccc(C(=O)Nc2ccc3c(c2)C(=O)N(C)C[C@H](OC)[C@@H](C)CN(C(C)=O)[C@@H](C)CO3)c1
  3	-13	15	5	6	x	19	0.0
C[C@@H]1CN([C@H](C)CO)C(=O)c2cc(NC(=O)Nc3cccc4ccccc34)ccc2O[C@@H](C)CCCCO[C@@H]1CN(C)S(=O)(=O)c1cn(C)cn1
  2	5	-4	0	1	-1[16.7 µM]	0	-0.1
O=C(C[C@H]1C=C[C@@H](NC(=O)CN2CCOCC2)[C@H](CO)O1)NC1CCC1
  1	1	-1	-3	12	x	-3	-0.2
CCOC(=O)CNC(=O)N(C)[C@H]1C[C@H]2c3[nH]c4ccccc4c3CCN2C(=O)[C@H]1[C@H](C)O
  1	1	-25	-98	3	-3	-11	-0.1
O=C(COc1ccccc1)NCC(c1cccs1)N1CCOCC1 (configuration not stated)
  2	-9	-10	2	-2	2	1	x
COc1ccc(NC(=O)C23CC4CC(C2)CC(c2ccccc2)(C4)C3)c(OC)c1
  -1	0	x	x	-2	-2	x	x
COc1ccc(C2C3=C(CCCC3=O)Nc3n[nH]c(C)c32)cc1OC (configuration not stated)
  -1	0	-13	x	2	0	7	0.1
CCOc1ccccc1COC(=O)c1cccc(-n2cnnn2)c1
  -3	2	x	x	4	-4	-8	x
CCCn1c(-c2cccs2)nc2ccccc21
  7	-2	x	x	-2	-12	12	x
CNC[C@H]1OCCCC[C@H](C)Oc2ccc(NC(=O)Nc3c(C)noc3C)cc2C(=O)N([C@H](C)CO)C[C@H]1C
  0	-9	-69	3	-46	-1[16.7 µM]	-3	-0.2
COCC(=O)N1[C@@H](CO)[C@H](c2ccccc2)[C@@H]1CN(C)C(=O)c1ccncc1
  8	-4	-7	3	3	83[16.7 µM]	4	0.4
CO[C@H]1CN(C)C(=O)c2ccc(NC(=O)Nc3cc(F)ccc3F)cc2OC[C@@H](C)NC[C@@H]1C
  0	6	5	-3	2	-5[16.7 µM]	-1	0.0
CCN(CC)C(=O)Nc1ccccc1C
  0	0	x	x	3	-2	6	x
Cc1cc2oc(=O)cc(-c3cc4ccccc4o3)c2cc1O
  0	-8	-11	2	1	-1	x	x
COc1ccc(CN2C(=O)NC(C)(c3ccc(C)cc3)C2=O)cc1F (configuration not stated)
  -2	-8	-108	-2	2	-4	-4	0.8
O=C(c1ccccc1Cl)N1CCn2c1nc1ccccc12
  2	-13	-17	x	-5	-6	-14	-0.2
C[C@@H]1CCCCO[C@H](CN(C)Cc2ccncc2)[C@@H](C)CN([C@@H](C)CO)C(=O)c2cc(NC(=O)Nc3ccccc3)ccc2O1
  81*	11	-9	2	4	26[16.7 µM]	-10	0.0
O=C(CC1C(=O)NCCN1Cc1c(F)cccc1Cl)NCCCn1cccn1 (configuration not stated)
  4	9	-1	-2	-4	-3	-5	1.0
C[C@@H]1CN([C@@H](C)CO)C(=O)c2cc(NC(=O)CCC(F)(F)F)ccc2O[C@@H](C)CCCCO[C@H]1CN(C)Cc1ccc2c(c1)OCO2
  2	0	12	1	2	1[16.7 µM]	7	-0.1
COc1ccc(N2C(=O)C3CCCN3C2c2ccc(C)cc2)cc1 (configuration not stated)
  1	-8	-10	-1	1	-1	1	-0.1
CN1CCN(C(=O)C[C@H]2CC[C@H]3[C@@H](COC[C@@H](O)CN3Cc3cccc(F)c3)O2)CC1
  -2	3	-14&-14	1&-2	-37	1[16.7 µM]	1	0.1&-0.3
COc1ccc(S(=O)(=O)N(C)C[C@@H]2Oc3ccc(NC(=O)Nc4ccc5c(c4)OCO5)cc3C(=O)N([C@H](C)CO)C[C@@H]2C)cc1
  -1	1	8	1	1	-7[16.7 µM]	7	-1.2
Clc1ccc(C2=NNC(=NCc3ccccc3)SC2)cc1
  x	x	6	2	x	x	6	-3.1
CC1CCCC(C)N1/N=C/c1cc(Br)cc(Br)c1O (configuration not stated)
  0	-6	x	x	-2	-7	11	x
COc1ccc(-n2c3c(c(=O)[nH]c2=O)C(NS(=O)(=O)c2ccc(Cl)cc2)(C(F)(F)F)C(=O)N3)cc1 (configuration not stated)
  1	1	-10	-2	10	-2	3	x
O=C(CCCCCn1c(=O)[nH]c2ccsc2c1=O)NCc1cccs1
  0	-3	x	x	0	8	-41	x
Cc1ccc(C(=O)COC(=O)c2ccc(Cl)c(N)c2)s1
  1	4	-27	1	-4	x	x	-0.2
CS(=O)(=O)Cc1ccc(C(=O)Nc2cccc(-c3nc4ccccc4[nH]3)c2)cc1
  -1	0	-6	-1	-2	2	x	x
CC(C)(C)n1nc2c(c1NC(=O)Cc1ccc(F)cc1)CSC2
  3	7	-6	x	x	1	8	0.3
C=CCNC(=O)CCCc1ccccc1
  1	-3	x	x	-2	-8	-12	x

Continuation.
Every second line gives: Cneo AK release	RAD54 branch	RAD52 anneal inh	ERAP1 HTS inh	PglD inh	miR122 inh	PGC1a acetyl inh	E-sel inducer
CN1/C(=C\C=C(C#N)C#N)C(C)(C)c2ccccc21
  0	-94	-129	-2	-3	-13	-12	-5.0
O=c1cc(O)n(Cc2ccc(F)cc2)c(=O)[nH]1
  0	7	-70	6	1	x	x	-0.1
C#Cc1ccc([C@@H]2C=C(C(=O)O)O[C@H](OCC)[C@H]2CCCO)cc1
  5	-17	-36	3	-10	-5	11	-0.1
Cc1onc(-c2ccccc2Cl)c1C(=O)OCN1C(=O)c2ccccc2C1=O
  -3	6	x	x	-5	15	2	x
COc1ccc(N2CCN(Cc3oc(CO)cc(=O)c3O)CC2)cc1
  2	-3	x	x	0	-4	-5	x
CN1CCN(C(=O)C[C@H]2CC[C@@H](NC(=O)Cc3ccccn3)[C@@H](CO)O2)CC1
  -5	7	-2	-1	-1	2[16.7 µM]	3	1.3
CC(CN1C(C)CCCC1C)OC(=O)c1ccccc1Cl (configuration not stated)
  1	-3	-8	-4	3	1	-2	u
COc1ccc(C#Cc2ccc([C@H]3[C@@H](CO)N4C(=O)CN(C(=O)c5cccnc5)C[C@@H]34)cc2)cc1
  x	x	-15	1	x	x	-13	-0.2
CCCCN1C(=O)/C(=C2/Sc3ccccc3N2C)S/C1=N\c1ncn[nH]1
  x	x	-397	5	x	x	4	1.2
CCN(CC)CCn1c2c(c(SCC(=O)Nc3nc(C)cs3)nc1=O)CCC2
  0	8	-9	-5	1	-1	7	0.1
CC(/C=N\NC(=O)c1ccc2c(c1)OCO2)c1ccccc1 (configuration not stated)
  -1	5	-14	-7	-5	-8	1	-0.1
CC1=C(C(=O)N(C(C)C)C(C)C)CC(CC(=O)NC(c2ccccc2)c2ccccc2)C(=O)N1Cc1ccc(C(C)(C)C)cc1 (configuration not stated)
  -22	-11	-14	x	0	-12	-5	-0.6
C[C@H](CO)N1C[C@H](C)[C@@H](CN(C)C(=O)Nc2cccc3ccccc23)Oc2ccc(NC(=O)Nc3ccc(C(F)(F)F)cc3)cc2C1=O
  -1	8	x	x	4	-5[16.7 µM]	1	0.1
CCCCCn1c(SCCN2CCOCC2)nc2c1c(=O)[nH]c(=O)n2C
  -4	-5	x	x	-6	-5	x	x
CC(C)OC(=O)CCc1nc2ccccc2[nH]c1=O
  3	-7	x	x	6	-9	-3	-0.1
COCCC(C(=O)Oc1c(C(C)(C)C)cc(C)cc1C(C)(C)C)c1ccccc1 (configuration not stated)
  10	-17	0	-5	3	-2	1	-0.1
CN(c1ccc(-c2csc(NC(=O)CCCc3nc4ccccc4c(=O)[nH]3)n2)cc1)S(C)(=O)=O
  -2	-4	-15	2	-1	-3	-26	0.3
CC(C)CN(C(=O)/C=C/c1nc2ccccc2s1)C1CCS(=O)(=O)C1 (configuration not stated)
  -1	-6	-17	-1	-3	1	8	4.2
O=C(CSc1nnc(CNc2ccc(F)cc2)n1Cc1ccco1)N1CCOCC1
  4	3	x	x	-5	-3	3	x
Cc1ccc(SCCC(=O)N2CCN(S(=O)(=O)c3ccccc3)CC2)cc1
  0	-4	-7	-1	2	9	-9	x
CSC1=NCCN1C(=O)c1c(-c2c(F)cccc2Cl)noc1C
  1	-13	-11	-1	3	-7	-2	7.3
COC(=O)c1cc(C)nc(Nc2nc(C(N)Cc3ccc(F)cc3)cs2)n1 (configuration not stated)
  2	-6	14	0	-9	3	-4	0.1
O=S(=O)(c1ccccc1)N1CCN(C(=S)NC2CCCC2)CC1
  1	-14	-19	-2	4	x	x	-0.1

12 structures already listed, ordered by molecular weight, low to high:
Every second line gives: Cneo AK release	RAD54 branch	RAD52 anneal inh	ERAP1 HTS inh	PglD inh	miR122 inh	PGC1a acetyl inh	E-sel inducer
CC(/C=N\NC(=O)c1ccc2c(c1)OCO2)c1ccccc1 (configuration not stated)
  -1	5	-14	-7	-5	-8	1	-0.1
O=C(c1ccccc1Cl)N1CCn2c1nc1ccccc12
  2	-13	-17	x	-5	-6	-14	-0.2
Cc1ccc(C(=O)COC(=O)c2ccc(Cl)c(N)c2)s1
  1	4	-27	1	-4	x	x	-0.2
C#Cc1ccc([C@@H]2C=C(C(=O)O)O[C@H](OCC)[C@H]2CCCO)cc1
  5	-17	-36	3	-10	-5	11	-0.1
O=C(COc1ccccc1)NCC(c1cccs1)N1CCOCC1 (configuration not stated)
  2	-9	-10	2	-2	2	1	x
CCCCCn1c(SCCN2CCOCC2)nc2c1c(=O)[nH]c(=O)n2C
  -4	-5	x	x	-6	-5	x	x
CCCCN1C(=O)/C(=C2/Sc3ccccc3N2C)S/C1=N\c1ncn[nH]1
  x	x	-397	5	x	x	4	1.2
Cc1onc(-c2ccccc2Cl)c1C(=O)OCN1C(=O)c2ccccc2C1=O
  -3	6	x	x	-5	15	2	x
COc1ccc(C#Cc2ccc([C@H]3[C@@H](CO)N4C(=O)CN(C(=O)c5cccnc5)C[C@@H]34)cc2)cc1
  x	x	-15	1	x	x	-13	-0.2
CN(c1ccc(-c2csc(NC(=O)CCCc3nc4ccccc4c(=O)[nH]3)n2)cc1)S(C)(=O)=O
  -2	-4	-15	2	-1	-3	-26	0.3
C[C@@H]1CCCCO[C@H](CN(C)Cc2ccncc2)[C@@H](C)CN([C@@H](C)CO)C(=O)c2cc(NC(=O)Nc3ccccc3)ccc2O1
  81*	11	-9	2	4	26[16.7 µM]	-10	0.0
COc1ccc(S(=O)(=O)N(C)C[C@@H]2Oc3ccc(NC(=O)Nc4ccc5c(c4)OCO5)cc3C(=O)N([C@H](C)CO)C[C@@H]2C)cc1
  -1	1	8	1	1	-7[16.7 µM]	7	-1.2
